Screens deposited in PubChem by National Center for Advancing Translational Sciences (NCATS).
CXXC DNA block = MLL CXXC-DNA interaction inhibition; MLL-CXXC / FITC-HOXA9 DNA fluorescence polarization; Potency, µM (highest dose often 115 µM), inactives show at the highest dose activity change, negative = inhibition, actives largely listed as inhibitors; 290,000 compounds, 0.037% hits; AID 2662; active = well fitted inhibition curve with a large enough effect in the polarisation, with a control signal flat, not every such curve was filed as active; inconclusive = small, poorly fitted or top-dose-only effect, or effect the other way, or a change in a side signal; inactive = no such curve, though single readings can be large or run the other way; the % refers to the polarisation; note: potency is the fitted concentration of half-maximal effect
Target sequence (Q03164 whole entry, looked up): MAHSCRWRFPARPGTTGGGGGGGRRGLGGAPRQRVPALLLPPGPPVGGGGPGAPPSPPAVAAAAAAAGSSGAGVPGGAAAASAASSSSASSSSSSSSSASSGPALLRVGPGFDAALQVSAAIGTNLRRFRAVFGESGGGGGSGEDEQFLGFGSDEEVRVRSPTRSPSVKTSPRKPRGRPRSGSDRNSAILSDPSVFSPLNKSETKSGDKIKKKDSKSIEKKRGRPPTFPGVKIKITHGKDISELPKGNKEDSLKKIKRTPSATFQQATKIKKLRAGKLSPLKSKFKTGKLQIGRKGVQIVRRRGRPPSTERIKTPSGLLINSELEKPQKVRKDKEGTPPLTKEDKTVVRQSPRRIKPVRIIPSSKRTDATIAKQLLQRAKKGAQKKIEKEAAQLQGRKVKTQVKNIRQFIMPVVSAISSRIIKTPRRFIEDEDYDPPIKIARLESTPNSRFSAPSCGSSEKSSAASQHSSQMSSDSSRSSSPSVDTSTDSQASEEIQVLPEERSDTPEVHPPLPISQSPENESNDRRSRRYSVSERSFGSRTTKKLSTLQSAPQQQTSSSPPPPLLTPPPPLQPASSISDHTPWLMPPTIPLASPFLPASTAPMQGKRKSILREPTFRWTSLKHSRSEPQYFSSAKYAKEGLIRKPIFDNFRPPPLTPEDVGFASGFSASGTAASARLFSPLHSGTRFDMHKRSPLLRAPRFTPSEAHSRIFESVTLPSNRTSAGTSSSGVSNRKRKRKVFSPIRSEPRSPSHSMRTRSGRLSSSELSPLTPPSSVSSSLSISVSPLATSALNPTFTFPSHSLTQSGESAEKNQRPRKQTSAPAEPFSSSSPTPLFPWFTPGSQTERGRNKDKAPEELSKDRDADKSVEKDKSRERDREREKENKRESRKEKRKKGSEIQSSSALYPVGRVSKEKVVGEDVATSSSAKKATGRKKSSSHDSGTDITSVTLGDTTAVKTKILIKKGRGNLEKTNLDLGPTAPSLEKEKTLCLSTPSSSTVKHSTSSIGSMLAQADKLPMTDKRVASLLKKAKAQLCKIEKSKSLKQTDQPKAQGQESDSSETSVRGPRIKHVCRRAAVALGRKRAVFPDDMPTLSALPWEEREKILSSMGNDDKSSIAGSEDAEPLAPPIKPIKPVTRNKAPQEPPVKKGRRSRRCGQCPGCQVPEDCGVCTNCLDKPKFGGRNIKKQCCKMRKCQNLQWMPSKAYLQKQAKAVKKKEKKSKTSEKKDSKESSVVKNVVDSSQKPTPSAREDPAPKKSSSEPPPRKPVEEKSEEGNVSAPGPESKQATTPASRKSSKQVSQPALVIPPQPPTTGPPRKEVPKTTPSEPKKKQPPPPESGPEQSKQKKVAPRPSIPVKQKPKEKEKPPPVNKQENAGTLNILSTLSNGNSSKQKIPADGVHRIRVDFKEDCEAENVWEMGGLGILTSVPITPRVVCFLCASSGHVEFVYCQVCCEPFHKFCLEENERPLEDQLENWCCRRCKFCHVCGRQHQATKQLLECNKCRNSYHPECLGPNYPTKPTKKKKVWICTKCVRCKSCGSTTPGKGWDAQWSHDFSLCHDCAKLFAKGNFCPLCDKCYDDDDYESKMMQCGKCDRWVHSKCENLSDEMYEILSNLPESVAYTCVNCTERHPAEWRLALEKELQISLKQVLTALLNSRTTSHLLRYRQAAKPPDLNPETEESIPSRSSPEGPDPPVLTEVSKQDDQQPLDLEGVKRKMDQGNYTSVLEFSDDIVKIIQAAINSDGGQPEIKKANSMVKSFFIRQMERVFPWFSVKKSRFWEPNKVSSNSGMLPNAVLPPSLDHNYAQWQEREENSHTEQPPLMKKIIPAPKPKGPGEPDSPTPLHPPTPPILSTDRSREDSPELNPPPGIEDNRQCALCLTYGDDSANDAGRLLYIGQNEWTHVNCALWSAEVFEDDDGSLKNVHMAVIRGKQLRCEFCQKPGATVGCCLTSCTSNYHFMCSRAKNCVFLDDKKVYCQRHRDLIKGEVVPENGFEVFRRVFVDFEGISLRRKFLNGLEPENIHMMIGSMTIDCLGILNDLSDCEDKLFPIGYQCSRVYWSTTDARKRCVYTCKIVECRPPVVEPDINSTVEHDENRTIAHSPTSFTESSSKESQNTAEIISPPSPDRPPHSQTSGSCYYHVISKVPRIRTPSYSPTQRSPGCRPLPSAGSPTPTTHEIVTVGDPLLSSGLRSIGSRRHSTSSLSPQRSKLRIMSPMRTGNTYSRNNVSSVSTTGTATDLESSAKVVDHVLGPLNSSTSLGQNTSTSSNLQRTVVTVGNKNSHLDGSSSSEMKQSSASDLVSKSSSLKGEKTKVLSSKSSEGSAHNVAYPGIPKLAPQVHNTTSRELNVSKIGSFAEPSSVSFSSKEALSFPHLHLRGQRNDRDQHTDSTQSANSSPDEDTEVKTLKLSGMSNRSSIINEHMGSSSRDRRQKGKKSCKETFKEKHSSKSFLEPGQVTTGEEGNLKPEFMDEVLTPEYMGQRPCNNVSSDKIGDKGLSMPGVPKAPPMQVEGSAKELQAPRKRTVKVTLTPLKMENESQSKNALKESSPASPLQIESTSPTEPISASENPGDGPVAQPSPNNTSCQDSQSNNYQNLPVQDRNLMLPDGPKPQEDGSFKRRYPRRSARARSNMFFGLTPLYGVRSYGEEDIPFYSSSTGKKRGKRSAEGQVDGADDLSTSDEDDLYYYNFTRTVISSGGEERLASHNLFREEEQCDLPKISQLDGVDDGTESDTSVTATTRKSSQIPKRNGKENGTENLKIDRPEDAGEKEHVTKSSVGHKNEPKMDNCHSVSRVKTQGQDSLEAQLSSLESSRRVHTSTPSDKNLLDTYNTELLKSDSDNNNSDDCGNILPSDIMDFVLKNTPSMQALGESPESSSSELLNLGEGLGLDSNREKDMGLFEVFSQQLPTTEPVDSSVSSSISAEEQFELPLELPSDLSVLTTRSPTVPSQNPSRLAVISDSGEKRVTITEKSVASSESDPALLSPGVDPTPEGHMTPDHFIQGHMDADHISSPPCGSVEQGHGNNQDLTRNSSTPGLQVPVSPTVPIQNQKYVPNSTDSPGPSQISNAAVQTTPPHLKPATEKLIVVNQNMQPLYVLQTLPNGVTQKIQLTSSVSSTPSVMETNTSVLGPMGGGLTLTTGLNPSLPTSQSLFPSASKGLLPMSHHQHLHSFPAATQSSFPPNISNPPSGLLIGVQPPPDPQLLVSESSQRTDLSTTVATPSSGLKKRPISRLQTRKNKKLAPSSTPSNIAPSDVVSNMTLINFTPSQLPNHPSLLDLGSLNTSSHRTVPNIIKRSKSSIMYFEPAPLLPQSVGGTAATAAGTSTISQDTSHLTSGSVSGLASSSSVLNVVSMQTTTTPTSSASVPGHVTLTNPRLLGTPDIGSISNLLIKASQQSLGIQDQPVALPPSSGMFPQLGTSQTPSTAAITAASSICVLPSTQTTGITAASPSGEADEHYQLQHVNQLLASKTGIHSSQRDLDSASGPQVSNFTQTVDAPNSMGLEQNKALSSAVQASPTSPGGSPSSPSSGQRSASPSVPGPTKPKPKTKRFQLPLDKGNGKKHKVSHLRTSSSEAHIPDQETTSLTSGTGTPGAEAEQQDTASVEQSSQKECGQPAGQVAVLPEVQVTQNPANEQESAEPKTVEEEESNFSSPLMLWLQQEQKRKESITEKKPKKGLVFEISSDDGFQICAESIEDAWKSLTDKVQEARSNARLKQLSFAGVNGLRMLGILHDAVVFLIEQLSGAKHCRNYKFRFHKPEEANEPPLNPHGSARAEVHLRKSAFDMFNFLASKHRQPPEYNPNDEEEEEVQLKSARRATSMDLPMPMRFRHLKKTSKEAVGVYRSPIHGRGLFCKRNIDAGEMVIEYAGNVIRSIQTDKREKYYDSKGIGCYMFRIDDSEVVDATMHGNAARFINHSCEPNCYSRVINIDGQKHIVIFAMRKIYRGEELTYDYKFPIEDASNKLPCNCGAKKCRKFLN
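Fluorescence polarization: 7 uM MLL-CXXC (stock) preincubated 5 min with compounds, then 50 nM fluorescein-HOX-A9 DNA (stock) added; 30 min ambient. Buffer 50 mM Tris-HCl pH 7.5, 50 mM NaCl, 1 mM DTT, 0.05% BSA.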
MBNL1 CUG block = inhibitors of human MBNL1 binding to CUG repeat RNA; Q9NR56; TR-FRET MBNL1-His/biotin-(CUG)12 binding, 665/545 ratio; Potency, µM (titrated, usually from 57.5 µM), for the others: top-dose activity change, negative = inhibition, usual class: inhibitors; 280,000 compounds, 0.036% hits; AID 2675; active = well fitted inhibition curve with a large enough effect in the signal ratio, with a control signal flat, not every such curve was filed as active; inconclusive = small, poorly fitted or top-dose-only effect, or effect the other way, or a change in a side signal; inactive = no such curve, though single readings can be large or run the other way; the % refers to the signal ratio; note: potency is the fitted concentration of half-maximal effect; % is set by controls: 0 for no effect and ±100 for the full control effect
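TR-FRET readout: Ex 340 nm, 665/545 nm emission ratio, normalized to buffer-only (basal) and MBNL1-(CUG)12 controls. Complex of MBNL1-His with Biotin-(CUG)12, compounds 92 nM–58 uM, incubated 60 min at room temperature.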
TSHR antag = antagonists of human thyroid stimulating hormone receptor | 330,000 compounds, 0.2% hits | AID 504810 | TSHR-expressing cells, TSH-stimulated cAMP HTRF, 2 h; active compounds read low | activity change, negative = inhibition, % at 11.5 µM | P16473;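 active = activity change below a set negative limit, meaning inhibition stronger than a set level, cut at about -70% in these data; inconclusive = activity change between two set negative limits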; note: % is set by controls: 0 for no effect and ±100 for the full control effect
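Cell-based HTRF cAMP assay; TSHR cells + compound, TSH EC80 (4nM final), 2 h, 37 deg C. Lysis with anti-cAMP cryptate and cAMP-d2, 30 min RT, read 665/620 nm.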
Mito fusion yeast = inhibitors of mitochondrial division or activators of mitochondrial fusion; S. cerevisiae fusion-defective mutant growth rescue, CellTiterGlo 48 h; Potency, µM (highest dose often 46.1 µM), for the others: at the top dose growth rescue (activation), most hits filed as activators; 320,000 compounds, 0.23% hits; AID 485298;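 note: potency is the fitted concentration of half-maximal effect; % of control where 0% means no effect; nearly all actives have a fitted effect of over 45% in size; temperature-sensitive fusion mutants such as fzo1-1 at 37 °C on non-fermentable ethanol glycerol medium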
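S. cerevisiae fusion-defective temperature-sensitive mutants (e.g. fzo1-1, mgm1-5) grown 48 h at 37C in YPEG (ethanol/glycerol non-fermentable) medium with 23 nl compound per well; growth rescue read as CellTiterGlo luminescence.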
PTAP TSG101 blk = blocks PTAP/TSG101 interaction to inhibit HIV-1 budding. Fluorescence polarization, FITC-PTAP peptide / Tsg101 binding. Potency, µM (titrated, usually from 115 µM), for inactives: at the top dose activity change, negative = inhibition, hits mostly inhibitors. Q99816. 340,000 tested, under 10 active; active = well fitted inhibition curve with a large enough effect in the main read-out, with a control signal flat, not every such curve was filed as active; inconclusive = small, poorly fitted or top-dose-only effect, or effect the other way, or a change in a side signal; inactive = no such curve, though single readings can be large or run the other way; note: potency is the fitted concentration of half-maximal effect; % of control where 0% means no effect
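Tsg101 binding domain (10 uM final) was mixed with compound and a FITC-labeled PTAP peptide (50 nM final) in HEPES pH 7.5 buffer with NaCl, Tween 20, EDTA and TCEP; fluorescence polarization was read after 20 min at r.t.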
Menin MLL FP TR = displaces Texas Red mutant MLL peptide from human menin; Menin + Texas Red MLL mutant peptide, fluorescence polarization; Potency, µM (titrated, usually from 61.6 µM), for the others: at the highest dose FP activity change, negative = inhibition, usual class: inhibitors; 270,000 compounds, 0.23% hits; AID 1768; active = well fitted inhibition curve with a large enough effect in the polarisation, with a control signal flat, not every such curve was filed as active; inconclusive = small, poorly fitted or top-dose-only effect, or effect the other way, or a change in a side signal; inactive = no such curve, though single readings can be large or run the other way; the % refers to the polarisation; note: potency is the fitted concentration of half-maximal effect; % of control where 0% means no effect; many of its hits are not listed in these tables
AT treatment = potential ataxia-telangiectasia treatment; 320,000 compounds, 0.19% hits; […] A-T fibroblasts, KAP-1 phosphorylation AlphaLISA; neocarzinostatin DNA damage 30 min before lysis; Potency, µM (highest dose often 57.5 µM), for inactives: top-dose activation, hits mostly activators; AID 485349; note: potency is the fitted concentration of half-maximal effect; % of control where 0% means no effect; nearly all actives have a fitted effect of over 45% in size
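hTERT-immortalized A-T patient fibroblasts ([…]), 500 cells/well in OPTI-MEM, 1% FBS, got compounds for 60 min, then NCS for 30 min at 37C. Lysates were then assayed for phospho-KAP-1 by AlphaLISA (anti-pKAP1 donor, anti-KAP1 acceptor beads), 6 hr at 25C.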
S-ASM inh = inhibitors of human secretory acid sphingomyelinase. placental ASM, HMU-PC fluorogenic substrate, 60 min. Potency, µM (titrated, usually from 57.5 µM), for inactives: top-dose activity change, negative = inhibition, actives largely listed as inhibitors. 340,000 compounds, 0.006% hits. P17405. AID 504937; note: potency is the fitted concentration of half-maximal effect
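HMU-PC0 cleavage (9 uM final) by human placental ASM, 60 min at 37 °C following 10 min compound exposure at RT; stopped at pH 10, fluorescence Ex 386/Em 447 nm.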
TCR act = activators of T cell receptors; primary human leukocytes, anti-CD3, IL-2 HTRF, 48 h; Potency, µM (series often up to 9.22 µM), without a hit: at the top dose activation of IL-2 secretion, usual class: activators; 330,000 tested, under 10 active; AID 504894; note: % of control where 0% means no effect
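Activity was scored as IL-2 release from primary human leukocytes given only a TCR signal (a-CD3 beads) plus compound for 48 hr. Detection used a two-antibody HTRF format read at 665nm.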
a7 integrin act = integrin-mediated muscular dystrophy alleviation activation; alpha7betagal myoblasts, beta-gal FDG fluorescence, 48 h; Potency, µM (top dose mostly 38.3 µM), without a hit: at the top dose activation, usual class: activators; 350,000 compounds, 0.064% hits; AID 624291;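 note: potency is the fitted concentration of half-maximal effect; 100% = response of the positive control SU9516; nearly all actives have a fitted effect of over 60% in size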
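alpha7betagal+/- myoblasts (passage 13, 250/well) treated 48 h at 37C with compounds at 1:260 dilution of DMSO stock. Lysed, then beta-galactosidase activity read as FDG fluorescence (ex 480/em 540) after 30 min, with pre-read for autofluorescence.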
* hit, by the source's call; i = inactive; ? = inconclusive; . = not tested or not shown; [ ] = remark or other dose. Unless noted, calls come from the whole dose curve; as a rule, active = well fitted curve in the direction sought with a large enough effect; inconclusive = small, poorly fitted or top-dose-only effect, or another doubt; inactive = no such curve, though single readings can be large; an effect the other way counts as inactive or inconclusive. A portion of the library (hit frequency here may not be typical).

1: COc1ccc(C2N(c3cc(C)on3)C(=O)C3CCCN32)cc1 (centres undefined)
2: COc1cc(CN2CCCC(C(=O)c3sccc3C)C2)cc(OC)c1O (centres undefined)
3: CCCNC(=O)N1[C@H]2CC[C@@H]1C(C(=O)OC)=C(c1ccc(F)cc1OCc1ccccc1)C2
4: CN1CC[C@@]23CCCC[C@@H]2[C@@H]1Cc1ccc(O)cc13
5: CCN(CC)C(=O)c1ccc(NC(=O)c2ccc(-c3nn(C)c(=O)c4ccccc34)cc2)cc1
6: CC(=O)Nc1ccccc1C(=O)OCc1ccc(C(=O)c2ccccc2)cc1

assay / compound	1	2	3	4	5	6
CXXC DNA block	-19%	4%	.	-1%	-6%	3%
MBNL1 CUG block	1%	-2%	.	3%	22%	-14%
TSHR antag	-4	-8	58	-4	6	-37
Mito fusion yeast	4%	-1%	?	-2%	2%	10%
PTAP TSG101 blk	-3%	1%	0%	-5%	-7%	-6%
Menin MLL FP TR	-6%	-19%	.	-1%	3%	-12%
AT treatment	0%	0%	34%	-4%	-3%	16%
S-ASM inh	3%	0%	0%	2%	-2%	-7%
TCR act	4%	3%	1%	-6%	8%	0%
a7 integrin act	31%	-2%	7%	.	7%	-39%

7: COc1ccc(OC)c(N2C(=O)NC(=O)C3(Cc4cc(C)ccc4N(C)C3)C2=O)c1 (centres undefined)
8: CC/C(=N\N1CCCCCC1)c1c(O)n(-c2ccccc2C)c(=O)[nH]c1=O
9: Cc1c(NP(=S)(C(C)(C)C)C(C)(C)C)c(=O)n(-c2ccccc2)n1C
10: NC(CCP(=O)(O)O)C(=O)O (centres undefined)
11: O=c1[nH]c(O)c(N=Nc2ccc(S(=O)(=O)N3CCOCC3)cc2)c(=O)[nH]1
12: Cc1cccc(NC2=NCCCS2)c1C

assay / compound	7	8	9	10	11	12
CXXC DNA block	-18%	8%	5%	8%	-2%	2%
MBNL1 CUG block	0%	-4%	-1%	.	?	-2%
TSHR antag	-2	-10	7	9	11	-5
Mito fusion yeast	0%	21%	8%	1%	6%	-9%
PTAP TSG101 blk	-4%	-5%	0%	.	3%	-4%
Menin MLL FP TR	-12%	?	-10%	-2%	13%	11%
AT treatment	3%	5%	3%	.	-1%	-8%
S-ASM inh	3%	0%	2%	.	-4%	2%
TCR act	-2%	15%[46.1 µM]	-9%	.	-4%	4%
a7 integrin act	0%	-29%	-9%	.	-1%	-3%

13: CCC(=NCCC(c1ccccc1)c1ccccc1)c1c(O)[nH]c(=O)[nH]c1=O
14: O=C(Nc1cccc(OC(=O)N2CCCCC2)c1)N1CCOCC1
15: Cn1c(N2CCNCC2)nc2ccccc21
16: Cc1cc(OC(=O)N(C)C)n(-c2ccccc2)n1
17: O=C1NC(=O)N(c2ccccc2)C(=O)/C1=C\c1ccccc1[N+](=O)[O-]
18: Cn1cc(C(=O)NC2CC2)c2ccccc21

assay / compound	13	14	15	16	17	18
CXXC DNA block	9%	8%	1%	18%	-15%	9%
MBNL1 CUG block	.	-12%	-5%	-3%	6%	-3%
TSHR antag	7	9	10	7	-5	4
Mito fusion yeast	-1%	5%	-1%	-7%	-3%	7%
PTAP TSG101 blk	-3%	1%	-5%	1%	0%	1%
Menin MLL FP TR	1%	1%	.	9%	.	-8%
AT treatment	5%	3%	-3%	12%	-5%	1%
S-ASM inh	?	-1%	1%	0%	19%	-1%
TCR act	3%[46.1 µM]	3%	2%	-2%	-8%	-7%
a7 integrin act	-14%	22%	-14%	2%	4%	17%

Just PTAP TSG101 blk and a7 integrin act (2 entries from above):
| cpd | molecule | PTAP TSG101 blk | a7 integrin act |
| --- | --- | --- | --- |
| 13 | CCC(=NCCC(c1ccccc1)c1ccccc1)c1c(O)[nH]c(=O)[nH]c1=O | -3% | -14% |
| 14 | O=C(Nc1cccc(OC(=O)N2CCCCC2)c1)N1CCOCC1 | 1% | 22% |

Other entries
19: CN1CCC(O)(c2ccccc2)C2CCCC21 (centres undefined)
20: COc1c(/C=C2/C(=O)NC(=O)N(C)C2=O)c(CCN(C)C(=O)c2ccccc2)cc2c1OCO2
21: CC(=O)C1(c2ccccc2)CCN(C(=O)C2CCC(=O)N(CCc3cccc(F)c3)C2)CC1 (centres undefined)
22: O=C(NCc1cccnc1)C(Cl)(Cl)Cl
23: COc1ccc(-n2c(Cc3cccc([N+](=O)[O-])c3)nc3ccccc3c2=O)cc1
24: COc1ccc(OC)c(-n2c(O)c(C=NCCN3CCNCC3)c(=O)[nH]c2=S)c1

assay / compound	19	20	21	22	23	24
CXXC DNA block	0%	?	-1%	3%	2%	14%
MBNL1 CUG block	-4%	0%	-1%	-3%	.	3%
TSHR antag	-10	8	-7	3	-3	-5
Mito fusion yeast	0%	3%	0%	-2%	12%	-6%
PTAP TSG101 blk	-10%	-4%	-2%	1%	1%	-2%
Menin MLL FP TR	16%	5%	?	0%	-6%	-10%
AT treatment	2%	1%	-5%	4%	4%	-13%
S-ASM inh	1%	0%	.	0%	8%	4%
TCR act	-3%	-9%	1%	-6%[46.1 µM]	-3%[46.1 µM]	-1%
a7 integrin act	-15%	17%	21%	7%	17%	0%

25: COc1cccc(-n2c(O)c(C=NCCN3CCNCC3)c(=O)[nH]c2=S)c1
26: CCOC(=O)c1c(C)n(C(C)C)c2ccc(OC(=O)c3ccc(N4C(=O)CCC4=O)cc3)cc12
27: CC(CN(C)C1CCN(C)CC1)c1ccccc1 (centres undefined)
28: COCC(C)OC(=O)c1c(N)n(Cc2ccco2)c2nc3ccccc3nc12 (centres undefined)
29: CC1CN=C(Nc2ccc(N(C)C)cc2)S1 (centres undefined)
30: CC(C(N)=O)N1CC(c2ccccc2)CC1=O (centres undefined)

assay / compound	25	26	27	28	29	30
CXXC DNA block	11%	6%	-2%	-3%	16%	5%
MBNL1 CUG block	2%	-12%	-4%	24%	1%	-6%
TSHR antag	-9	4	13	-7	-16	-7
Mito fusion yeast	9%	-1%	-2%	-3%	-3%	1%
PTAP TSG101 blk	-9%	0%	-3%	-3%	-2%	-1%
Menin MLL FP TR	22%	-1%	0%	6%	-10%	1%
AT treatment	-7%	1%	6%	.	-1%	-2%
S-ASM inh	2%	-2%	0%	i	2%	-1%
TCR act	-2%	-4%[46.1 µM]	5%	-37%	5%	4%
a7 integrin act	14%	13%	-13%	15%	-54%[inhibitor]	-22%

31: O=C(c1ccc2c(c1)ncn2-c1ccc(F)cc1F)N1CCC2(CC1)OCCO2
32: O=C(Nc1ccccc1)NC1CC2CCC(C1)N2 (centres undefined)
33: CCCCN(Cc1ccccc1)C1CCN(CCc2ccccc2)CC1
34: Cc1ccc(S(=O)(=O)NP(=O)(Oc2ccccc2)Oc2ccccc2)cc1
35: CC(C)NCC(O)c1ccc(C2CCCC2)cc1 (centres undefined)
36: O=C(CN1CCCCC1)NCC(=O)Nc1ccc(Br)cc1C(=O)c1ccccc1
37: CC(N)Cc1c[nH]c2c1ccc1ccccc12 (centres undefined)

assay / compound	31	32	33	34	35	36	37
CXXC DNA block	-2%	1%	-3%	12%	13%	0%	7%
MBNL1 CUG block	7%	-3%	-2%	3%	-6%	-16%	0%
TSHR antag	2	0	9	-6	1	3	-8
Mito fusion yeast	1%	-2%	14%	1%	0%	-3%	-21%
PTAP TSG101 blk	-6%	-2%	2%	-5%	-1%	0%	-8%
Menin MLL FP TR	-11%	5%	-28%	?	-2%	-13%	2%
AT treatment	-6%	6%	28%	.	9%	0%	-1%
S-ASM inh	-1%	6%	3%	9%	4%	3%	0%
TCR act	-1%	-3%	-5%[46.1 µM]	8%	-1%[46.1 µM]	-2%	1%
a7 integrin act	-25%	29%	0%	1%	-54%[inhibitor]	-5%	-56%[inhibitor]
